From PubChem BioAssay
RGS7-Gao reg: regulators of human RGS7-Galphao interaction | binding response (% of control), % at 10 µM | hit rate 0.35% among 220,000 | Multiplexed bead flow cytometry, RGS7-Galphao binding; actives lie on both sides | P09471 | AID 1439; in the data active means binding response below about 49% or above about 150%; inconclusive means no clear call, values can overlap the other calls; inactive means in between;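 further: fluorescent Galphao held in activated GDP-AlF4 state binding bead-coupled RGS7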
Bim-Bcl-W: human Bim-Bcl-W interaction inhibition | Q92843 | bead-based flow cytometry, Bim peptide-Bcl-W binding | inhibition, % at 10 µM | hit rate 0.02% among 190,000 | AID 952;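 further: 0% = bound tracer without compound and 100% = peptide blocker; higher means less fluorescent Bim peptide bound to Bcl-W beads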
Target sequence (Q92843 whole entry, looked up): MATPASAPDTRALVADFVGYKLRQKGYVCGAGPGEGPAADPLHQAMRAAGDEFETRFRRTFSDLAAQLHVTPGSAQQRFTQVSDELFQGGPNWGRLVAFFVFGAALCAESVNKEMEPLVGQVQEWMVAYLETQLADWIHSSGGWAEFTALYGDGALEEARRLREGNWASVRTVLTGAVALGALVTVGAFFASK
Bim-Bcl-XL: disrupts Bim peptide binding to human Bcl-XL | AID 1007 | bead flow cytometry, fluorescence | Q07817 | hit rate 0.04% among 190,000 | inhibition, % at 10 µM
Target sequence (Q07817 whole entry, looked up): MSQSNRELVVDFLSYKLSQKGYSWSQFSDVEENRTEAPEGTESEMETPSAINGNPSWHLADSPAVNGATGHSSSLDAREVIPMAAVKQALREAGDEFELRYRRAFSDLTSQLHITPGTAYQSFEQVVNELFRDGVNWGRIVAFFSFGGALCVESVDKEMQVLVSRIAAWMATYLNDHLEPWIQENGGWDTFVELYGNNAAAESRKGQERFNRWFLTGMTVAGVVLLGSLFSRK
Bim-Bcl-2: human Bim-Bcl-2 interaction inhibition. P10415. Bead-based flow cytometry, Bim peptide-Bcl-2 binding. inhibition, % at 10 µM. hit rate 0.06% among 190,000. AID 950; in the data active means inhibition above about 40%; inconclusive means no clear call, values can overlap the other calls;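 further: 0% = no compound wells with probe peptide and 100% = reference peptide inhibitor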
Target sequence (P10415 whole entry, looked up): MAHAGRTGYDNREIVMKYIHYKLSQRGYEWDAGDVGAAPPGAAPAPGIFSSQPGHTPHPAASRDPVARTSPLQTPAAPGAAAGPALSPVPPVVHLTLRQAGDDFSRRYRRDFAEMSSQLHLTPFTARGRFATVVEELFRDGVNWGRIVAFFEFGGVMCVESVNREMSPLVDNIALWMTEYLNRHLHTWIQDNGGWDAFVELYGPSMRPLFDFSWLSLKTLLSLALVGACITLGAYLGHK
ABCB1 inh: blocks JC-1 efflux by human ABCB1 transporter | CCRF-Adr cells, flow cytometry | inhibition, % at 6.6 µM | hit rate 0.067% among 190,000; in the data active means inhibition above about 40%;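 further: 0% = vehicle and 100% = reference inhibitor; higher value means more JC-1 retained so stronger ABCB1 efflux block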
ABCG2 block: blocks JC-1 efflux by human ABCG2 transporter. hit rate 0.1% among 190,000. inhibition, % at 6.6 µM. IgMXP3 cells, flow cytometry. Q9UNQ0;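 active means inhibition above 80%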;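 further: 0% = DMSO and 100% = nicardipine control wells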
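Test system: IgMXP3 (ABCG2) plus far-red-tagged CCRF-Adr (ABCB1) cells. Reagent: JC-1 dye as substrate. Timing: 10 min exposure at 25 °C with rotation, no wash. Measured by: flow cytometric JC-1 green MFI at 530 nm. Read-out: percent efflux inhibition, scaled nicardipine 100% to DMSO 0%. Control set: nicardipine and DMSO wells.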
Bcl-B Bim block: inhibitors of Bim-Bcl-B interaction, human. Q9HD36. bead-based flow cytometry, Bim peptide-Bcl-B binding. hit rate 0.073% among 190,000. inhibition, % at 10 µM;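 further: 0% = tracer peptide without compound and 100% = reference inhibitor peptide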
Target sequence (Q9HD36 whole entry, looked up): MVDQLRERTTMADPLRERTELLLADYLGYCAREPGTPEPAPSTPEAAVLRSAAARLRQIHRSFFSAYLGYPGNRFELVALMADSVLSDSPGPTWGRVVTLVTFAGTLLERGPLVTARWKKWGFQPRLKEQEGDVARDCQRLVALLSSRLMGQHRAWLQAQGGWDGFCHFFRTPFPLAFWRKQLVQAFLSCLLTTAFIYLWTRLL
RGS4-Gao reg: human RGS4-Galphao interaction regulation. P09471. Multiplexed bead flow cytometry, RGS4-Galphao binding; actives lie on both sides. binding response (% of control), % at 10 µM. hit rate 0.33% among 220,000. AID 1415; in the data active means binding response below about 49% or above about 150%; inactive means in between;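 further: fluorescent Galphao activated with aluminum fluoride binding bead-coupled RGS4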
RGS8-Gao: human RGS8-Galphao interaction regulation. multiplexed bead flow cytometry, RGS8-Galphao binding; actives lie on both sides. response (percent of control binding), % at 10 µM. hit rate 0.34% among 220,000; in the data active means response below about 60% or above about 140%; inactive means in between;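 further: Galphao activated as the GDP aluminium fluoride complex binding bead-coupled RGS8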
Mcl-1 Bim block: human Bim-Mcl-1 interaction inhibition | inhibition, % at 10 µM | Q07820 | hit rate 0.1% among 190,000 | Bead-based flow cytometry, Bim peptide-Mcl-1 binding;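 further: 0% = no compound tracer wells and 100% = peptide blocker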
Bim-Bfl-1: human Bim-Bfl-1 interaction inhibition | Q16548 | Bead-based flow cytometry, Bim-Bfl-1 binding inhibition | inhibition, % at 10 µM | hit rate 0.12% among 190,000;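 further: 0% = wells without compound plus tracer and 100% = blocker peptide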
Active calls of the source: *; u = inconclusive. Unless noted, no stated cut-off is given here; in the data, active means inhibition above about 40%. No enrichment for hits; overall some 0.94% were active at least once.

canonical_smiles,RGS4-Gao reg,Bim-Bcl-2,Mcl-1 Bim block,RGS7-Gao reg,Bim-Bcl-W,RGS8-Gao,Bcl-B Bim block,Bim-Bcl-XL,Bim-Bfl-1,ABCB1 inh,ABCG2 block
COc1ccc(Nc2nc(N)nc(CSc3nnc(N)s3)n2)cc1,102,-1,-3,102,-2,103,-1,2,-2,1.1,3
O=C(CSc1nnnn1-c1ccc(F)cc1)NCc1cccs1,100,-3,-1,77,-3,81,-7,-1,-14,0.3,2
Cc1ccc(S(=O)(=O)NCC(=O)OC(C(=O)c2ccccc2)c2ccccc2)cc1 (stereo unspecified),102,2,0,105,2,99,0,5,3,1.2,3
CN(C)/C=N/C(=S)Nc1ccccc1,101,-1,-5,100,-2,101,0,0,7,1.1,5
Cc1cc(C(=O)CSc2nc(N)cc(N)n2)c(C)n1-c1cccc(F)c1,102,0,-5,100,-3,103,-17,-9,2,0.2,1
CCOC(=O)C1CCN(C(=O)Nc2ccc3c(c2)nc(C)n3C)CC1,93,-11,-1,98,-1,93,-9,-16,-18,0.1,4
COc1ccc(C(=O)N/C(=C\c2cccc3ccccc23)C(=O)NCCc2c[nH]c3ccccc23)cc1OC,103,-2,-3,105,8,101,-1,-1,-11,-0.2,-1
COc1ccc(/C=N/OCC(=O)Nc2nc3ccccc3s2)cc1OC,110,-2,0,117,1,110,-4,1,2,0.5,3
CCOC(=O)c1c(C(F)(F)F)nc2ncccn12,99,-8,1,106,-1,100,-7,-4,-15,0.8,9
CCOC(=O)C1=C(CC)OC(N)=C(C#N)C1c1ccc(F)cc1F (stereo unspecified),101,-6,0,96,0,101,-3,-1,-6,-0.4,0
Cc1ccnc(N2CCC(C(=O)NNC(=O)c3ccccc3C)CC2)n1,95,-1,-4,92,-4,97,-3,0,-2,1.4,4
CCc1ccccc1NC(=O)CC(c1ccc(OC)cc1)n1cccc1 (stereo unspecified),102,2,0,102,0,100,0,-2,0,0.3,0
CCOc1ccc(N=Nc2c(N)[nH][nH]c2=O)cc1,94,2,-4,98,0,101,-1,-1,0,0.3,2
COc1ccc2nc(Nc3nc(-c4ccncc4)cs3)sc2c1,103,-3,-4,98,-1,104,-1,-1,-7,0.6,3
CN1CCN(C(=O)c2cc3c(ccc4ccccc43)oc2=O)CC1,98,-4,-1,99,-3,98,-3,-2,0,0.5,2
CCOC(=O)CSc1nc(-c2ccc3c(c2)OCO3)ccc1C#N,101,-1,-2,101,-5,99,-7,0,1,0.2,2
NC(=O)[C@@H]1CCCNc2c(F)cc([N+](=O)[O-])cc2C(=O)N[C@@H](CCC(=O)O)C(=O)N[C@@H](CO)C(=O)N1,102,0,0,102,-2,104,-3,-5,0,-0.2,1
C/C(=N\OC(=O)c1ccc(Cl)cc1)c1nccs1,92,0,-1,95,0,98,-2,0,-2,-0.2,-1
O=C1Nc2ccc(S(=O)(=O)N3CCCC3)c3ccc(S(=O)(=O)N4CCCC4)c1c23,105,1,0,101,2,102,0,-1,-2,1.1,1
O=C(NCCC(c1ccccc1)c1ccco1)c1cccs1 (stereo unspecified),105,-3,0,102,1,109,-6,-3,-8,0.2,3
Cc1ccc(NC(=O)C2CCCN2S(=O)(=O)c2ccc3c(c2)n(C)c(=O)c(=O)n3C)cc1C (stereo unspecified),106,-2,-1,106,-3,103,-5,-2,0,0.3,-1
CCOC(=O)Nc1cccc(Cl)c1C,101,-12,-4,102,-3,105,-8,-6,-19,0.9,18
CCOC(=O)C1CCCN(C2CC(=O)N(c3ccc(N4C(=O)CC(N5CCCC(C(=O)OCC)C5)C4=O)cc3)C2=O)C1 (stereo unspecified),100,-5,0,97,0,100,-5,-2,-3,-0.8,-8
COCCCN(C(=O)Nc1ccccc1)C(C)c1ccncc1 (stereo unspecified),100,-8,0,101,0,101,-8,0,-8,-0.2,-1
CN(c1ccccc1)c1nc(N)c([N+](=O)[O-])c(NCc2ccco2)n1,101,-2,-22,102,-10,102,-12,-16,-4,0.8,18
COc1ccc(C(=O)NC(=S)Nc2ccccc2N2CCN(S(C)(=O)=O)CC2)cc1OC,97,-18,-5,101,0,96,-17,-8,-14,3.2,46
O=C(O)/C=C/C(=O)N1CCN(S(=O)(=O)c2cccc(C(F)(F)F)c2)CC1,100,-3,0,98,1,101,-2,-1,-6,-0.1,0
Cc1ccc(C)c(S(=O)(=O)Nc2ccc3scnc3c2)c1,96,-1,-2,100,0,94,-2,0,0,-0.2,11
CCSc1nc2sc3c(c2c(=O)[nH]1)CC(C)(CC)OC3 (stereo unspecified),102,0,1,102,-1,102,1,1,0,0.4,2
O=C(O)C1C2C=CC(C2)C1C(=O)OCC1CCCO1 (stereo unspecified),104,-4,-1,107,-1,104,-7,-5,-10,0.1,0
C=CCNC(=S)N1CCC(C(=O)c2ccc(OC)cc2)CC1,108,-5,3,104,0,103,-9,-1,-6,0.2,5
CCOC(=O)/C(C#N)=C/c1cn(CCOc2ccc(OC)cc2)c2ccccc12,113,-4,-5,118,-5,111,-5,-5,-9,2.4,35
O=C(CN1C(=O)NC2(CCSC2)C1=O)NCc1ccccc1 (stereo unspecified),99,-4,-5,98,-3,102,-3,-2,-10,0.2,0
N#Cc1c(Cl)nsc1NN,105,0,-1,u,-1,103,-18,-5,-3,-0.2,0
CCOC(=O)C1(Cc2ccc(OC)cc2)CCN(S(C)(=O)=O)CC1,99,-2,0,100,0,101,-1,0,-2,0.1,1
COc1ccc(-c2nnc(-c3ccc(Br)o3)o2)cc1OC,102,-3,-4,97,-4,101,-4,-5,-2,0.7,6
Cc1noc(C)c1S(=O)(=O)N1CCCC(C(=O)NCCc2ccccc2)C1 (stereo unspecified),95,-3,-4,93,0,98,-2,0,0,1.0,3
O=C(N/N=C/c1cc(Br)ccc1O)c1ccccc1Cl,88,-5,-6,82,-4,93,-8,-8,-1,0.4,0
Cc1ccc(C(=O)OC2=CC(=O)CC(C)(C)C2)cc1,105,-1,0,121,-5,104,-8,0,-9,-3.6,-3
COc1ccc(CN2CC(C(=O)N3CCOCC3)CC2=O)cc1 (stereo unspecified),97,-2,-2,102,-2,97,-3,0,0,0.6,7
O=C(CSc1nnc(-c2ccccc2)o1)NCC1CCCCC1,100,-9,-4,103,0,103,-4,-1,-5,0.5,4
CS(=O)(=O)Nc1ccc(C(=O)Nc2ccccc2Cl)cc1,102,0,-5,u,-4,99,-1,-1,1,-0.5,1
CCCC(=O)NC(=S)Nc1ccc(S(=O)(=O)Nc2ccc(OCC)cc2)cc1,100,-8,0,98,-1,98,-7,-3,-6,2.3,2
O=S(=O)(Nc1ccc(N=Nc2ccc(O)c3ccccc23)cc1)c1ccccc1,92,15,1,94,18,95,2,4,24,-0.3,-4
O=C1Nc2ccc(NS(=O)(=O)c3cccs3)c3cccc1c23,87,-1,0,91,-4,92,0,-5,-3,1.3,6
CCCS(=O)(=O)N1CCC(C(=O)NCc2ccco2)CC1,105,-1,0,105,-1,103,2,0,-4,0.0,0
O=C1C2C3c4ccccc4C(c4ccccc43)[C@@H]2c2nc3ccccc3n21 (stereo partly specified),95,-3,1,93,-1,101,-3,-2,0,0.8,4
CC(=O)c1c(COC(=O)c2ccccc2)nc2ccccc2[n+]1[O-],98,-4,0,96,-1,99,-2,0,-2,0.3,0
Cc1nc(N2CCN(Cc3ccccc3)CC2)c(C#N)c2c1COC(C)(C)C2,104,-1,-1,106,-7,104,-4,-8,-2,1.4,2
O=C(c1ccccc1)N1CCN(c2n[nH]c(=O)[nH]c2=O)CC1,101,-2,2,u,3,101,-4,0,-9,0.8,0

New compounds follow:
canonical_smiles,RGS4-Gao reg,Bim-Bcl-2,Mcl-1 Bim block,RGS7-Gao reg,Bim-Bcl-W,RGS8-Gao,Bcl-B Bim block,Bim-Bcl-XL,Bim-Bfl-1,ABCB1 inh,ABCG2 block
CC(=O)Nc1ccc(S(=O)(=O)Nc2nnc(C3CCCCC3)s2)cc1,102,-2,0,100,1,100,0,0,0,0.2,1
COc1ccc2[nH]c(=O)c(CN(C)C(=O)c3ccncc3)cc2c1,97,-4,-2,99,-6,98,0,-4,-2,0.2,0
COc1ccc(Nc2nc3ccc(OC)cc3s2)cc1,104,5,1,102,2,102,1,-1,-1,-0.1,0
CC12c3ccccc3C(c3ccccc31)C1C(=O)N(c3ccncc3)C(=O)C12 (stereo unspecified),101,0,0,106,0,99,0,-3,-4,3.7,2
CCSc1nc2sc3c(c2c(=O)n1CC)CC(C)(C)OC3,96,0,1,94,0,98,0,-1,-2,0.6,3
CC(=O)Nc1ncc(Cc2cc(Cl)ccc2Cl)s1,100,-3,0,98,-2,98,-7,-5,-4,0.1,0
CCOC(=O)c1sc(NC(=S)NC(=O)c2ccccc2)nc1C,104,-3,-1,102,0,104,-2,-2,-3,0.0,1
Cc1ccc(C(=O)OCC(=O)c2c[nH]c3ccccc23)cc1NC(=O)c1ccco1,96,-1,0,94,-2,101,-3,-3,-3,-1.4,-3
Fc1ccc(Nc2ccc(-c3ccc(F)cc3)nn2)cc1,99,0,0,96,2,103,-3,-1,-5,0.5,4
CS(=O)(=O)N1CCN(C(=O)c2cc(-c3ccccc3)nc3ccccc23)CC1,99,-11,0,97,0,100,-7,9,-14,1.4,1
O=C(CCC(=O)Nc1ccc(F)cc1)N/N=C/c1ccc(O)cc1O,64,-2,1,62,1,74,1,0,-1,0.2,0
COc1cc(C(=O)N2CCN(C(=O)COc3ccc4ccccc4c3)CC2)cc(OC)c1OC,104,-1,1,96,2,102,-5,-2,-5,0.5,1
CSC(=S)NCc1cccnc1,104,-2,0,101,-2,100,4,-1,4,0.2,1
Cc1cccc(C(=O)N2CCC(=O)N(C(COCc3ccccc3)Cc3ccccc3)CC2)c1 (stereo unspecified),102,-1,-2,101,-5,99,-4,-3,0,2.5,0
CCCc1ccc(OCc2ccc(C(=O)N/N=C/c3cccc([N+](=O)[O-])c3)o2)c(OC)c1,100,-6,1,102,2,103,-4,-8,-9,0.3,4
CCOc1ccc(C(C)=O)cc1CN1C(=O)C(=O)N(CC)C1=O,99,-2,0,u,-2,99,-2,-2,-4,1.5,11
O=c1[nH]c(CN2CCN(c3ccc(O)cc3)CC2)nc2scc(-c3ccc(Cl)cc3)c12,96,8,11,96,8,99,-2,1,12,1.6,3

Structural class: the compounds so far with bromine.
canonical_smiles,RGS4-Gao reg,Bim-Bcl-2,Mcl-1 Bim block,RGS7-Gao reg,Bim-Bcl-W,RGS8-Gao,Bcl-B Bim block,Bim-Bcl-XL,Bim-Bfl-1,ABCB1 inh,ABCG2 block
COc1ccc(-c2nnc(-c3ccc(Br)o3)o2)cc1OC,102,-3,-4,97,-4,101,-4,-5,-2,0.7,6
O=C(N/N=C/c1cc(Br)ccc1O)c1ccccc1Cl,88,-5,-6,82,-4,93,-8,-8,-1,0.4,0
